CYP2C9 inhib = blocks human cytochrome P450 2C9. P11712. AID 777. inhibition, % at 5 µM. CYP2C9 Supersomes, luciferin-H conversion, luminescence. hit rate 20% among 96,000;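 active means blocking of liver enzyme CYP2C9 beyond about 50% at 5 µM, limit read from the data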; further: values of inactives mirror those of a sister screen read the other way
Target sequence (P11712 whole entry, looked up): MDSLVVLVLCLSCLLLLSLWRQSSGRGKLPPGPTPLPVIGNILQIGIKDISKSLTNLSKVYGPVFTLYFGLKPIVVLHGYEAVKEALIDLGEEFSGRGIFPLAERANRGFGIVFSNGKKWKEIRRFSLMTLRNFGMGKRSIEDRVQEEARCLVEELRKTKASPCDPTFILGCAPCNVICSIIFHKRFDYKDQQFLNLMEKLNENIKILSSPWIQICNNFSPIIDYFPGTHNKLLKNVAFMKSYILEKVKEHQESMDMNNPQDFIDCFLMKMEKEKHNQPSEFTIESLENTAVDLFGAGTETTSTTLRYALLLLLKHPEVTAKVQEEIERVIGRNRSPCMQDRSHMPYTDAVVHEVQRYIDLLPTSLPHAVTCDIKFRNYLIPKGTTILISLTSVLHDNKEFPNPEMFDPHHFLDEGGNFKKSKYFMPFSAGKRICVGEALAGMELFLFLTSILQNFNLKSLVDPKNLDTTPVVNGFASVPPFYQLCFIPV
IL1B cytotox = HUVEC cytotoxicity counter-screen, IL-1B stimulated | cell count reduction, % at 2 µM | hit rate 0.41% among 94,000 | HUVEC cell count loss, Hoechst imaging | AID 845;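 active means cell count reduction more than 3 SD above the screen-wide mean, cut at about 70% in these data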;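 further: normalized per plate to untreated control cells as the no-loss baseline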
CYP2C9 act = CYP2C9 (human) activation | P11712 | recombinant CYP2C9, luciferin-H conversion, luminescence; active compounds read high; factor 1 = untreated enzyme, 0 = blocked | activation factor at 5 µM | hit rate 1.4% among 96,000;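 active means activation factor of 2 or more for CYP2C9 at a 5 µM dose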;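 further: 0 = sulfaphenazole-blocked wells and 1 = vehicle-only wells; values of inactives mirror those of a sister screen read the other way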
Calb biofilm kill = kills Candida albicans biofilms; C. albicans biofilm + clotrimazole, Alamar Blue; hit rate 0.14% among 85,000; inhibition, % at 6 µM; AID 834;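 active means inhibition above 20%; inactive means inhibition below 20%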;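 further: preformed 24 hr biofilms exposed to compound for 48 hr; 0% = biofilm without compound and 100% = blank killed by clotrimazole plus chlorhexidine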
CYP2C19 inh = human CYP2C19 inhibition; CYP2C19 Supersomes, luciferin-H EGE luminescence, 30 min; hit rate 21% among 96,000; inhibition, % at 5 µM; AID 778;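 active means CYP2C19 inhibition above a set limit at 5 µM in the primary screen, cut at about 50% in these data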;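 further: plate controls were negative control wells for no effect and 2.5 mM tranylcypromine positive control for full effect; values of inactives mirror those of a sister screen read the other way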
Target sequence (P33261 whole entry, looked up): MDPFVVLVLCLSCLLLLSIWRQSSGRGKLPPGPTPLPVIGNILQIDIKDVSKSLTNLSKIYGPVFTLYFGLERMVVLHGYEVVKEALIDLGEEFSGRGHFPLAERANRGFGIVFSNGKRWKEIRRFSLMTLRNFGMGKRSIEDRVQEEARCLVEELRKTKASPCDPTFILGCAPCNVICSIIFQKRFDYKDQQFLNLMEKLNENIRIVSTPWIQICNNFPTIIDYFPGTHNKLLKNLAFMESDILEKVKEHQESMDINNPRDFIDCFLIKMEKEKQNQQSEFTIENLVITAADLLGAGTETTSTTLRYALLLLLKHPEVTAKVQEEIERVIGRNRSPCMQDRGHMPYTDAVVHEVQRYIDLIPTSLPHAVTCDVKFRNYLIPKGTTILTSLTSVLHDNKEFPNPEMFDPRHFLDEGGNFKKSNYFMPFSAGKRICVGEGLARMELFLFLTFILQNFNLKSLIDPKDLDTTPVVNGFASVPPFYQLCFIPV
hDAT+cocaine = modulates human dopamine transporter uptake under cocaine; B-score at 10 µM; Q01959; LLC-PK1 hDAT cells, [14C]-dopamine uptake with cocaine IC80; actives deviate in either direction; hit rate 1.3% among 110,000;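 active means Z score or B-score, a plate-position-corrected score, falls beyond the plate's 99.7% confidence bounds, in either direction; inactive means both scores lie inside the 99.7% bounds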;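 further: scored against the spread of the other compound wells on the same plate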
TNFa cytotox = toxic to HUVEC cells under TNF alpha stimulation; HUVEC TNFalpha-stimulated, Hoechst cell count, imaging; cell count reduction, % at 2 µM; hit rate 0.17% among 93,000; AID 848;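 active means cell count reduction exceeding the screen mean by over 5 SD, scaled to untreated wells per plate, cut at about 78% in these data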;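 further: cells counted after 24 h of TNF alpha exposure following the 1 h pretreatment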
VCAM1 TNFa inh = reduces TNF alpha induced VCAM1 expression in HUVEC. HUVEC TNFa-induced VCAM-1 immunofluorescence, high-content imaging. inhibition, % at 2 µM. hit rate 0.48% among 95,000. AID 802;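 active means inhibition above the batch mean plus 3 SD, with images confirmed as a hit by eye, cut at about 37% in these data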;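 further: 0% = TNF-stimulated DMSO wells and 100% = unstimulated control wells; not every result past the cut was called active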
CYP2C19 activ = cytochrome P450 2C19 (human) activation; P33261; recombinant CYP2C19, luciferin-H EGE luminescence; active compounds read high; 0 = fully inhibited enzyme, 1 = untreated enzyme; activation factor at 5 µM; 96,000 tested, under 10 active; AID 1025;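 active means activation factor of at least 2 at 5 µM in the primary screen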;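 further: 0 = wells with 2.5 mM tranylcypromine and 1 = vehicle-only wells; values of inactives mirror those of a sister screen read the other way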
* marks the source's active call; other numbers are inactive results; nt = no result given.

Fields – TNFa cytotox, Calb biofilm kill, IL1B cytotox, CYP2C9 act, VCAM1 TNFa inh, CYP2C9 inhib, CYP2C19 activ, hDAT+cocaine, CYP2C19 inh
O=C(Cc1ccccc1)NNC(=O)Nc1cccc(Cl)c1
  1, nt, -6, 1, 0, -2, 1, -1.2, 0
O=S(=O)(Nc1ccc(Oc2ncccn2)c(Cl)c1)c1ccc(F)cc1
  -22, -2, 4, 0, 8, 100*, 0, 1.5, 100*
COc1cccc(-c2nnc(SCC(=O)Nc3cc(C)on3)n2C)c1
  -29, 13, 0, 0.9, -23, 10, 0.7, 0.58, 34
CCOC(=O)C1CCCN(C(=O)CN2C(=O)COc3ccc(C(C)(C)C)cc32)C1 (stereo unspecified)
  -12, 9, -14, 0.7, 6, 30, 0.7, nt, 28
CCn1c(Cc2ccccc2)nnc1SCC(=O)Nc1ccc2c(c1)OCO2
  -8, -1, 4, 0.5, 12, 50, 0.4, 0.31, 62*
CC(=O)Cc1nsc(NC(=O)c2cccs2)n1
  5, 6, 10, 1, 14, -4, 1.1, -0.55, -9
O=C(COC(=O)C1CCCCC1C(=O)N1CCc2ccccc21)NCc1ccco1 (stereo unspecified)
  nt, -7, nt, 0.3, nt, 71*, 0.1, 1.5, 87*
CN(C)c1cc(C(F)(F)F)nc(-c2ccccn2)n1
  -35, nt, 8, 1.1, 9, -14, 1.1, -2.2, -8
Cc1nn(CC(=O)N2CCOCC2)c(=O)c2ccccc12
  -23, 4, -9, 1.1, -13, -12, 1, -1.4, -4
O=C(c1cccc(F)c1)N1CCC(N2CCOCC2)CC1
  9, -8, 17, 0.9, 6, 11, 0.4, 0.68, 56*
O=C(O)CN(c1ccccn1)S(=O)(=O)c1ccc(Cl)cc1
  -5, -2, 7, 1, -4, 1, 1.1, -0.21, -14
CCc1ccc(/C=N/NC(=O)c2cc(C3CC3)nc3ccccc23)s1
  8, nt, 7, 0.2, 38, 81*, 0.8, 0.042, 25
O=C(O)CSc1nnc(-c2cccnc2)n1Cc1ccccc1
  nt, -2, nt, 1.1, nt, -6, 1.1, -7*, -9
O=C(CCC(=O)OCCCC(F)(F)C(F)(F)F)NC1CCCCC1
  -24, 5, -13, 1, -7, -2, 1, -0.56, -2
Cc1cc(Cl)ccc1OCCCC(=O)N1CCCCC1
  -9, 4, 22, 1.3, 6, -26, 0, 0.74, 97*
CC(C)COc1ccc(C(=O)OCCN2CCOCC2)cc1
  9, 4, -39, 0.9, 16, 10, 0.9, 0.11, 14
C/C(N)=C(/C#N)C(=O)COC(=O)CCS(=O)(=O)c1ccccc1
  -20, nt, 7, 0.9, -20, 5, 0.7, -0.37, 27
CCOc1ccc(CCNC(=O)CN2CCN(Cc3ccccc3F)C2=O)cc1OCC
  -22, 0, nt, 0.8, 7, 17, 1, 1.2, 5
CCC(=O)Nc1ccc(C(=O)N/N=C/c2cccnc2)cc1
  -8, nt, -38, 1, 12, -2, 1, -0.89, 5
Cc1cccn2c(=O)c3cc(C(=O)NCc4ccco4)c(=N)n(CCOCCO)c3nc12
  0, 4, 26, nt, 2, nt, nt, -0.41, nt
CCn1c(NC(C)=O)nc2ccccc21
  -20, 9, -6, nt, 4, nt, nt, -0.65, nt
COc1ccc(C(=O)N2CCN(C3CCCCC3)CC2)c(OC)c1
  nt, 3, -60, 0.8, -11, 19, 0.7, 0.92, 28
CCc1nccn1S(=O)(=O)c1ccc2ccc(C)cc2c1
  nt, -3, 0, 0.8, nt, 22, 0.7, -0.48, 32
COc1ccc(NS(=O)(=O)c2ccc3c(c2)CCC(=O)N3)c(OC)c1
  -14, 7, 1, 0.9, -9, 14, 0.8, 0.35, 22
COc1ccc(NC(=O)c2csc3c2CCCC3)cc1
  -1, nt, -3, 1.5, 4, -48, 0.8, -0.068, 20
CCC(=O)N1CCN(c2ccc(NC(=O)c3ccco3)cc2)CC1
  -18, 4, 8, 1.2, 6, -16, 1, 0.37, -2
COc1ccc(Cl)cc1NC(=O)c1cnc2n(c1=O)CCS2
  nt, 11, nt, 1.9, nt, -86, 1, -0.32, -4
COCCn1nnnc1CN(Cc1ccco1)Cc1cc2cc3c(cc2[nH]c1=O)OCO3
  -6, 3, -16, 1, -1, -4, 0.9, -0.75, 10
O=C(Nc1cccc(O)c1)c1ccc(Br)c(S(=O)(=O)N2CCCCC2)c1
  -16, 7, -25, 1, 2, 5, 1, -0.2, 0
Cc1cccc(OCCn2c(NC(=O)c3ccco3)nc3ccccc32)c1
  -17, 2, -8, 1, 15, 5, 0.9, 1.6, 9
Cc1c(C)c2c(C)[nH]nc2oc1=O
  -16, 8, 76*, 1.3, 2, -30, 1.1, -0.77, -11
O=C(CCn1cccc1)Nc1cccc(F)c1
  3, 8, -2, 0.9, -14, 7, 0.5, 0.016, 50*
COc1ccc(OC)c(C(c2nnnn2Cc2ccccc2)N2CCN(C3CCCCC3)CC2)c1 (stereo unspecified)
  nt, nt, nt, 0.9, nt, 8, 1, 0.19, 1
COCCn1c(-c2ccco2)nc2nc3ccccc3nc21
  nt, nt, nt, 0.9, nt, 6, 1.1, nt, -5
Cc1ccc(-n2c(C)cc(C(=O)OCC(=O)N(C)C3CCS(=O)(=O)C3)c2C)cc1 (stereo unspecified)
  nt, 0, nt, 1, nt, 4, 1, 0.23, -3
C=CCn1c(SCc2nc3ccccc3c(=O)[nH]2)nc2ccccc2c1=O
  2, 6, 0, 0.2, 15, 83*, 0.7, -0.29, 33
Cc1ccccc1N1C(=O)C2C3C=CC(C2C1=O)N(C)C3=O (stereo unspecified)
  -11, 3, 16, nt, 4, nt, nt, -0.16, nt
CSc1ccccc1NC(=S)Nc1cccc(C(F)(F)F)c1
  -4, nt, 24, 1.2, -6, -22, 1, -0.57, -4
CCCCCCOC(=O)Cc1c(C)nc(-c2ccccc2)[nH]c1=O
  2, 9, -7, 1, 2, -2, 0.8, -0.75, 22
COc1ccc(CNC(=O)C2CCN(c3nc(OC)nc(OC)n3)CC2)cc1
  nt, nt, -17, 1.5, -37, -49, 1, -0.052, 1
CN1C(=O)C2(Nc3ccccc3-c3nc4ccccc4n32)c2ccccc21 (stereo unspecified)
  2, 3, -8, 0.4, 4, 64*, 0.3, 2.8, 71*
CCOc1ccc2cc(C#N)c(SCC(=O)N3CCCC3)nc2c1
  -9, 12, -11, nt, 12, nt, nt, nt, nt
Oc1ccccc1CN1CCCN(Cc2ccccc2O)C1
  18, 0, 18, 1, 2, -4, 0.6, 0.24, 44
CCOc1ccccc1NC(=O)CC(O)(C(F)(F)F)C(F)(F)F
  -8, 4, -10, nt, 11, nt, nt, -0.97, nt
C=CCOc1c(CNc2ncn[nH]2)cccc1OCC
  19, 2, 8, nt, 17, nt, nt, -0.48, nt
O=C(OCc1nnc(-c2ccccc2)o1)c1ccc2c(c1)OCCO2
  -13, 8, 0, 0.4, -7, 58*, 0.6, -0.41, 39
CC(C1CC1)N(C(=O)c1ccccc1O)c1ccccc1 (stereo unspecified)
  nt, 4, nt, 0.6, nt, 41, 0.2, -0.014, 80*
O=C1CC(c2ccc(Cl)cc2)n2nc(N3C(=O)CCC3=O)nc2N1 (stereo unspecified)
  -12, 6, 0, 1, 4, 4, 1, -0.53, -5
CC(=O)N1CCc2cc(C(=O)CN3CCC(C)CC3)ccc21
  nt, 1, nt, 0.8, nt, 18, 0.9, -0.33, 7
COc1ccc(-n2c(SCC(=O)Nc3sc4c(c3C#N)CCCC4)nnc2-c2ccccc2OC)cc1
  13, 10, 25, nt, 14, nt, nt, 3, nt
N#CC(=C1CCCC1)c1nc(-c2ccccc2O)cs1
  7, 0, 3, 0.6, 14, 37, 0.3, -0.59, 72*
Cc1cccc(NC(=O)CCN2C(=O)C3C4C=CC(C4)C3C2=O)n1 (stereo unspecified)
  -21, 5, -4, 1.1, 11, -8, 0.7, 1.5, 28
CCOc1ccccc1NC(=O)CSc1nnc(-c2ccco2)o1
  -17, nt, 2, 1.3, 16, -29, 0.7, -0.81, 27
Cn1c(SCC(=O)N2CCN(S(=O)(=O)c3ccccc3)CC2)nc2ccccc21
  -12, 0, 10, 1.5, -7, -48, 0.7, -0.006, 30
CCCn1nc(NS(=O)(=O)c2ccccc2)c2cc3ccccc3nc21
  nt, 5, nt, 0.7, nt, 31, 0.8, 1.3, 19
O=C(NCCCN1CCCC1)c1cccc(N2CCCC2=O)c1
  -14, 4, 16, nt, 10, nt, nt, -0.94, nt
Cc1ccc(OCC(=O)N2CCN(C(=O)c3cccnc3)CC2)cc1
  nt, 4, -39, nt, 3, nt, nt, -0.76, nt
COc1ccccc1CNC(=O)Cn1cnc2ccccc2c1=O
  nt, -1, nt, 0.7, nt, 27, 0.6, -0.79, 41
COc1ccc(Cc2nnc3c4cnn(C)c4ncn23)cc1
  -18, 7, -42, 0.9, 11, 10, 0.8, -7.4*, 22
Cc1cccc(N2CC34C=CC(O3)C(C(=O)O)C4C2=O)c1 (stereo unspecified)
  nt, 4, 29, 0.9, nt, 5, 1, 0.7, 2

Ordered by the number under CYP2C19 activ (highest first): some entries from above.
compound	CYP2C19 activ
Cc1c(C)c2c(C)[nH]nc2oc1=O	1.1
Cc1cccc(NC(=O)CCN2C(=O)C3C4C=CC(C4)C3C2=O)n1 (stereo unspecified)	0.7
CN1C(=O)C2(Nc3ccccc3-c3nc4ccccc4n32)c2ccccc21 (stereo unspecified)	0.3

The results go on:
Fields – TNFa cytotox, Calb biofilm kill, IL1B cytotox, CYP2C9 act, VCAM1 TNFa inh, CYP2C9 inhib, CYP2C19 activ, hDAT+cocaine, CYP2C19 inh
CCN(CC)C(=O)C(C)N(C#N)c1nc(NC(C)C)nc(NC(C)C)n1 (stereo unspecified)
  -39, 2, -5, 0.6, 4, 41, 1, 0.99, 3
O=C(CO)N/N=C/c1ccc(Cl)cc1
  7, nt, -10, 1.1, 6, -10, 1.1, 0.73, -10
CN(c1cccc(NC(=O)CN(c2ccc(C34CC5CC(CC(C5)C3)C4)cc2)S(C)(=O)=O)c1)S(C)(=O)=O
  -7, nt, 16, 0.5, -1, 54*, 0.8, 0.49, 17
Nc1ccc(Cc2nc3cc4ccccc4cc3[nH]2)cc1
  5, nt, -3, 0.7, 8, 33, 0.6, 0.29, 38
Cc1cc(C)c(S(=O)(=O)Nc2ccc(OCC(=O)O)cc2)c(C)c1
  -12, 8, -9, 0.6, 2, 38, 0.8, -0.21, 22
CCCc1ccc(C(=O)NNC(=O)c2ccc(Cl)cc2)cc1
  -20, nt, 8, 1, 5, 5, 1.1, -1, -9
C=CCn1c(Cc2c(C)[nH]c3ccccc23)nnc1SCC(=O)NCc1ccc(F)cc1
  -7, 9, 14, nt, -4, nt, nt, 1.7, nt
COc1ccc(N2CCN(Cc3nc4c(c(=O)n(C)c(=O)n4C)n3CC(C)=O)CC2)cc1
  4, 0, -1, 1, 10, -1, 1, -1.2, -4
Cc1cc(NC(=O)CSc2ccc3nnc(-c4ccccn4)n3n2)no1
  16, 7, -9, 1.1, -7, -14, 1.2, -0.79, -18
COC(=O)c1cccc(NC(=O)c2cccc(OC)c2)c1
  -6, -7, 9, 0.8, 0, 23, 0.5, 1, 50

Fetched by structure from above (two):
Fields – TNFa cytotox, Calb biofilm kill, IL1B cytotox, CYP2C9 act, VCAM1 TNFa inh, CYP2C9 inhib, CYP2C19 activ, hDAT+cocaine, CYP2C19 inh
O=C(CO)N/N=C/c1ccc(Cl)cc1
  7, nt, -10, 1.1, 6, -10, 1.1, 0.73, -10
C=CCn1c(Cc2c(C)[nH]c3ccccc23)nnc1SCC(=O)NCc1ccc(F)cc1
  -7, 9, 14, nt, -4, nt, nt, 1.7, nt

Screening results deposited in PubChem BioAssay by several laboratories.

Rows are unselected; overall some 29% were active at least once.
